# Screening results: PubChem, Southern Research Specialized Biocontainment Screening Center
# tuberculosis growth = growth inhibition of non-replicating M. tuberculosis (AID 488890). hit rate 0.39% among 320,000. Mycobacterium tuberculosis non-replicating, growth inhibition; higher % means a stronger effect. one-dose inhibition, % at 25 µM; IC50 in µM for titrated hits; in the data active = a potency from the dose series; inconclusive = inhibition mostly from about 82% at the one dose, without a potency; inactive = the rest, 99 in 100 with inhibition below about 76%;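 note: plate controls were DMSO cells for no effect and high antibiotic wells for full effect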
# Salmonella PhoP GFP = Inhibition of PhoP regulon, Salmonella typhi GFP reporter cells, confirmation, 4 h (AID 1850); Salmonella Typhi PhoP-promoter GFP reporter, fluorescence, 4 h; higher % means a stronger effect; one-dose inhibition, % at 50 µM; IC50 in µM for titrated hits; hit rate 0.33% among 310,000; in the data active = a potency from the dose series; inconclusive = inhibition mostly from about 25% at the one dose, without a potency; inactive = the rest, 99 in 100 with inhibition below about 19%;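 note: 0% = induced wells with vehicle and 100% = uninduced wells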
# inhibitors of VEEV = inhibitors of VEEV TC-83 cytopathic effect, confirmation, Vero cells (AID 588727). hit rate 0.13% among 350,000. inhibition, % at 20 µM; hits with a dose series show IC50 in µM. Vero cells, VEEV TC-83 cytopathic effect inhibition; higher % means a stronger effect; in the data active = a potency from the dose series; inconclusive = inhibition mostly from about 14% at the one dose, without a potency; inactive = the rest, 99 in 100 with inhibition below about 12%; note: strong numbers were not always called active
# M. tuberculosis HTS = M. tuberculosis growth inhibition, HTS (AID 449762) | hit rate 0.59% among 330,000 | one-dose inhibition, % at 25 µM; IC50 in µM for titrated hits | M. tuberculosis H37Rv growth inhibition, 7H9 media; higher % means a stronger effect; in the data active = a potency from the dose series; inconclusive = inhibition above about 70% without an active follow-up result;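 note: bacterial growth assessed after seven days of incubation; strong numbers were not always called active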
# H1N1 NS1A inhibition = NS1A inhibition, H1N1 influenza, cell based functional assay (AID 504329) | NS1A functional cell-based assay, percent inhibition; higher % means a stronger effect | inhibition, % at 12.5 µM; hits with a dose series show IC50 in µM | hit rate 0.3% among 340,000; in the data active = a potency from the dose series; inconclusive = inhibition above about 27% without an active follow-up result; note: strong numbers were not always called active
# inhibitors of VEEV 10K pilot screen = further read-out of inhibitors of VEEV, marked with its call; inhibition, %; measured here: 10K pilot screen inhibition
# Numbers without * were called inactive; i = inactive; ? = inconclusive; . = no result given; & = joins results of further samples.
SMILES,tuberculosis growth,Salmonella PhoP GFP,inhibitors of VEEV,M. tuberculosis HTS,H1N1 NS1A inhibition,others
O=C(Nc1ccccc1C(=O)N1CCCCCC1)c1cccc(S(=O)(=O)N2CCOCC2)c1,.,.,i,.,0%,
CCn1nnc2cc(C(=O)OCC(=O)N(C)Cc3cccc(F)c3)ccc21,11%,.,9.1%,35%,-16%,
COCCN1Cc2cccc(C(=O)NCc3cccs3)c2C1=O,6%,-4%,i,-8%,2%,
Cc1nc2ccccc2nc(C)c1=NOCc1ccccc1Cl,-7%,3%,2.7%,0%,-1%,
CC(=O)NC1(c2ccccc2)CCN(c2nc(C)cc(C)n2)CC1,-3%,0%,4.7%,-3%,1%,
O=C(CCSCc1ccc(Cl)cc1)NC1CCCC1,?,-4%,0.9%,13%,-8%,
Cc1ccccc1N1CCN(C2=NC(=O)/C(=C\c3cccs3)S2)CC1,73%,-1%,3.6%,?,-2%,
Nc1ccc2c(S(=O)(=O)O)cccc2c1S(=O)(=O)O,.,.,i,.,6%,
COc1ccccc1CNC(=O)CSc1cc(=O)n(C)c2ccccc12,10%,-7%,1.2%,-6%,0%,
O=C(C(F)C(F)(F)F)N1CCN(c2ccccc2)CC1 (centres undefined),-7%,-5%,0.9%,4%,4%,

# An excerpt taken from the entries so far, for reference:
SMILES,tuberculosis growth,Salmonella PhoP GFP,inhibitors of VEEV,M. tuberculosis HTS,H1N1 NS1A inhibition,others
O=C(Nc1ccccc1C(=O)N1CCCCCC1)c1cccc(S(=O)(=O)N2CCOCC2)c1,.,.,i,.,0%,
CCn1nnc2cc(C(=O)OCC(=O)N(C)Cc3cccc(F)c3)ccc21,11%,.,9.1%,35%,-16%,

# More structures
SMILES,tuberculosis growth,Salmonella PhoP GFP,inhibitors of VEEV,M. tuberculosis HTS,H1N1 NS1A inhibition,others
C/C(=N\NC(=O)c1ccc(O)cc1)c1ccc2c(c1)OCCO2,69%,.,2.6%,-9%,9%,
CCOc1ccc(C(=O)N[C@H](C(=O)Nc2cccc(S(=O)(=O)N3CCCCC3)c2)C(C)C)cc1,-7%,-19%,3.3%,-6%,2%,
CC(C(=O)NCC1CCCO1)c1ccc([N+](=O)[O-])cc1 (centres undefined),21%,7%,0.5%,-4%,-15%,
COC(=O)c1ccccc1S(=O)(=O)N1CCC(C(=O)OCC(=O)NCC(F)(F)F)CC1,-8%,8%,1.8%,-7%,4%,
CC1=C(C(=O)OCc2ccccc2)C(c2ccc(Br)cc2)NC(=O)N1CCCCCC(=O)O (centres undefined),8%,-3%,0.5%,7%,-14%,
Cc1noc(C)c1S(=O)(=O)N(CC(=O)N1CCCCCC1)c1ccc(C(C)C)cc1,.,2%,1.3%,-3%,5%,
OC(Cc1cccnc1)(c1ccccc1)c1ccccc1,.,.,1.1%,.,3%,
COc1cccc(NC(=O)CN(C)CC(=O)NCc2ccc3c(c2)OCO3)c1,3%,.,3.3%,-4%,-15%,
Cc1ccc(CN(Cc2ccco2)C(=S)NCC(=O)O)cc1,-12%,-5%,0.9%,-4%,-2%,
CN(C)CCCSc1nc2ccccc2s1,-7%,1%,1.3%,0%,8%,inhibitors of VEEV 10K pilot screen=0.0
CC1(C(=O)OCC(=O)NCc2ccc(Cl)cc2)CC1(Cl)Cl (centres undefined),75%,.,2.7%,4%,-7%,
CN(C)CCCNS(=O)(=O)c1cc(Cl)c(Cl)cc1Cl,2%,16%,0.5%,-3%,-17%,
CCOC(=O)c1sc(/N=C/c2c(O)ccc3ccccc23)cc1C,55%,-20%,1.3%,7%,-11%,
COC(=O)CSc1nnc(CNc2ccc(Cl)cc2)n1Cc1ccccc1,?,6%,i,?,-2%,
COC(CNC(=O)c1ccc(N2CCCC2=O)cc1)OC,17%,-5%,0.2%,-3%,2%,
Cc1cc(C)n(CCOc2ccc(Br)cc2)n1,23%,-4%,1.0%,3%,-11%,
COc1ccc2c(c1)OC[C@H]1[C@H]2N2C(=O)CN(Cc3ccc(C)cc3)C(=O)[C@@]2(C)[C@H]1c1ccccc1,31%,.,4.8%,28%,-22%,
CCN(C(=O)c1c(N)cnn1C)c1ccccc1,-6%,-4%,3.0%,1%,-6%,
O=C(NCCN1CCOCC1)NC1(C(F)(F)F)Oc2ccc(Cl)cc2O1 (centres undefined),55%,-25%&-17%,i,67%,1%,
Cc1noc(C)c1C1(O)CCCCCCCCCCC1,3%,3%,1.0%,-3%,2%,

# Part of the list above in order of length of the SMILES, rising.
SMILES,tuberculosis growth,Salmonella PhoP GFP,inhibitors of VEEV,M. tuberculosis HTS,H1N1 NS1A inhibition,others
Cc1noc(C)c1C1(O)CCCCCCCCCCC1,3%,3%,1.0%,-3%,2%,
CCN(C(=O)c1c(N)cnn1C)c1ccccc1,-6%,-4%,3.0%,1%,-6%,
COC(CNC(=O)c1ccc(N2CCCC2=O)cc1)OC,17%,-5%,0.2%,-3%,2%,
CC1(C(=O)OCC(=O)NCc2ccc(Cl)cc2)CC1(Cl)Cl (centres undefined),75%,.,2.7%,4%,-7%,
O=C(NCCN1CCOCC1)NC1(C(F)(F)F)Oc2ccc(Cl)cc2O1 (centres undefined),55%,-25%&-17%,i,67%,1%,

# Next section
SMILES,tuberculosis growth,Salmonella PhoP GFP,inhibitors of VEEV,M. tuberculosis HTS,H1N1 NS1A inhibition,others
CCCn1c(C(O)c2cc(OC)ccc2OC)nc2ccccc21 (centres undefined),42%,-4%,3.5%,8%,-3%,
O=C(O)c1cc(S(=O)(=O)N2CC3CC3C2C(=O)O)c(Cl)cc1Cl (centres undefined),-13%,-9%,0.9%,5%,-5%,
O=C(NCN1C(=O)C2C3C=CC(C3)C2C1=O)Nc1cccnc1 (centres undefined),-8%,-8%,1.1%,2%,-22%,
Cc1ccc(/C=C/C(=O)O)cc1S(=O)(=O)NCCO,-9%,6%,i,-5%,0%,
Cc1c(Cc2ccc3c(c2)OCO3)sc(NC(=O)C2CC2)c1C(N)=O,38%,4%,3.0%,10%,-8%,
CCOC(=O)N1CCN(C(=O)COC(=O)c2cccc(S(C)(=O)=O)c2)CC1,.,.,0.7%,.,-7%,
COc1ccc(N2CCC(N3CCN(C)C(CCO)C3)CC2)cc1 (centres undefined),-4%,4%,0.4%,-4%,-8%,
COc1cc(OC)cc(C(=O)N[C@H](C(=O)OCC(=O)NC(=O)c2cccn2C)C(C)C)c1,2%,-22%,1.6%,0%,0%,
CS(=O)(=O)c1ccc(Cl)c(NC(=O)Cc2c(F)cccc2Cl)c1,5%,4%,i,-2%,-2%,
CC(=O)Nc1ccc(S(=O)(=O)Nc2nnc(C(C)(C)C)s2)cc1,1%,-14%,0.9%,-3%,-4%,
CC(=O)C1=C(C)NC(SCC(=O)c2ccc(Cl)cc2Cl)=C(C#N)C1c1ccco1 (centres undefined),32%,-15%,7.6%,?,0%,
CCO[C@@H]1OC(C(=O)NCc2nc3ccccc3[nH]2)=C[C@H](c2cn(C(C)=O)c3ccccc23)[C@H]1CCCO,27%,7%,6.3%,3%,-10%,
CC(C)(Oc1ccc(Cl)cc1)C(=O)N1CCN(C(=O)c2ccco2)CC1,-2%,7%,3.3%,11%,0%,
O=S(=O)(c1ccc(F)cc1)N1CCC(c2nc3ccccc3[nH]2)CC1,9%,9%,0.1%,-4%,4%,
CCOC(=O)c1cccc(NC(=O)C2CCC(CNc3c(N4CCOCC4)c(=O)c3=O)CC2)c1 (centres undefined),-4%,30%,6.7%,4%,13%,
Cc1cc(NC(=O)COc2ccc([N+](=O)[O-])cc2)no1,?,.,1.2%,-9%,-16%,
O=S(=O)(c1ccc(Cl)c(C(F)(F)F)c1)N1CCN(CC(O)COCC2CCCO2)CC1 (centres undefined),19%,-10%,0.7%,1%,6%,
COc1ccc(CNC(=O)C2CCC(CNS(=O)(=O)c3ccc(C)cc3)CC2)cc1 (centres undefined),7%,-2%,i,6%,-9%,
Cc1ccc(-c2nnc(CSc3nc(C)nc4sc(C)c(C)c34)o2)cc1,3%,9%,.,6%,.,
c1ccc2c(c1)Nc1nccnc1S2,3%,-2%,1.4%,-4%,-1%,
COc1cccc(-c2nc(=S)c3c(n2Cc2ccco2)CCCC3)c1,1%,-11%,i,-1%,-1%,
CC(C(=O)NCC1(c2ccccc2)CCCC1)N1CCOCC1 (centres undefined),6%,3%,i,1%,-6%,
O=C(CNCc1ccccn1)N1CCc2ccccc2C1,39%,5%,1.3%,-5%,3.5µM*,
CCOC(=O)C1=C(C)NC(C)=C(C(=O)OCC)C1c1ccc(OC)cc1,39%,1%,4.3%,3%,-3%,
CN(c1ccccc1)S(=O)(=O)c1cccc(C(=O)NCc2ccccc2CN2CCCC2)c1,?,.,i,49µM*,-5%,
CC1CCN(C(=O)CSc2ccc(-c3ccc(F)cc3)nn2)CC1,19%,-1%,3.3%,4%,0%,
CC(=O)C1=C(O)C(=O)N(c2nccs2)C1c1ccc(F)cc1 (centres undefined),28%,-5%,i,10%,8%,
CN(CC(=O)NCCCN1CCOCC1)S(=O)(=O)c1cc(Cl)ccc1Cl,-1%,-1%,4.0%,-2%,16%,
CC(C)(O)C#Cc1ccc(C(=O)NCc2cccs2)s1,72%,7%,1.3%,-4%,-3%,
O=C(c1cc2nc(-c3ccco3)cc(C(F)(F)F)n2n1)N1CCCCCC1,33%,-3%,i,37%,-6%,
CCC(c1c(C)n(C)n(-c2ccccc2)c1=O)c1c(C)n(C)n(-c2ccccc2)c1=O,-9%,-10%,3.3%,-2%,4%,
Cc1cc(C(F)(F)F)nn1CC(=O)NNC(=S)Nc1cccc(Cl)c1,-4%,0%,4.0%,1%,3%,
Cn1c(C(=O)c2ccncc2)cc2ccccc21,-6%,-12%,3.2%,1%,-3%,
Nc1ccccc1C(=O)NNc1c2ccccc2nc2ccccc12,17%,-15%,9.9%,1%,11%,
Cc1cc2oc(=O)cc(Cn3nnc(-c4ccc(Cl)cc4)n3)c2cc1C(C)C,26%,-1%,.,14%,.,
O=C(O)c1ccc(N/N=C/C=C/c2ccccc2)cc1,39%,22%,0.4%,-3%,14%,
OCC[C@H]1C[C@H](O)[C@@H](O)[C@]2(CCc3ccccc3O2)O1,-12%,6%,0.6%,4%,-15%,
O=C(NCc1ccccc1)c1cc[n+]([O-])cc1,0%,-15%,i,-7%,-1%,
COCCCn1c(=O)c2ccccc2n(CC(=O)NC2CCCCC2)c1=O,-13%,7%,0.5%,-9%,1%,
C[C@@H]1C[C@@H]([C@H](O)CC2CC(=O)NC(=O)C2)C(=O)[C@@H](C)C1,-1%,.,?,0%,-5%,

# Looked up one by one from the entries so far, 2 records:
SMILES,tuberculosis growth,Salmonella PhoP GFP,inhibitors of VEEV,M. tuberculosis HTS,H1N1 NS1A inhibition,others
Cc1noc(C)c1S(=O)(=O)N(CC(=O)N1CCCCCC1)c1ccc(C(C)C)cc1,.,2%,1.3%,-3%,5%,
Cc1ccc(CN(Cc2ccco2)C(=S)NCC(=O)O)cc1,-12%,-5%,0.9%,-4%,-2%,

# In the list so far, 2 have bromine:
SMILES,tuberculosis growth,Salmonella PhoP GFP,inhibitors of VEEV,M. tuberculosis HTS,H1N1 NS1A inhibition,others
CC1=C(C(=O)OCc2ccccc2)C(c2ccc(Br)cc2)NC(=O)N1CCCCCC(=O)O (centres undefined),8%,-3%,0.5%,7%,-14%,
Cc1cc(C)n(CCOc2ccc(Br)cc2)n1,23%,-4%,1.0%,3%,-11%,

# Other structures:
SMILES,tuberculosis growth,Salmonella PhoP GFP,inhibitors of VEEV,M. tuberculosis HTS,H1N1 NS1A inhibition,others
COC(=O)C1CCN(C(=O)/C(C)=C\c2ccccc2)CC1,37%,-9%,0.9%,10%,-2%,
O=C(CCSc1ccccc1)NC1CCCCCC1,52%,5%,0.7%,-5%,-6%,
OCc1ccnc(Cl)c1,-13%,-5%,i,6%,15%,
Cc1cc(C)cc(N(CCC#N)C(=O)CSc2n[nH]c(N)n2)c1,-5%,-4%,i,9%,9%,
CCOc1ccccc1-n1c(SCC(=O)NC)nnc1-c1ccco1,4%,-6%,i,0%,26%,
O=C(CCCN1C(=O)/C(=C/c2ccccc2)SC1=S)Nc1ccc(O)cc1,50%,-11%,i,6%,10%,
CO[C@@H]1C=CC23c4cc5c(cc4CO[C@]2(O)CN(C)[C@H]3C1)OCO5 (some centres undefined),0%,.,0.7%,4%,-8%,
CCNc1nc(SCCOc2ccc(Cl)cc2Cl)nc(N(C)C)n1,.,.,2.6%,.,-8%,
CS(=O)(=O)c1nc(S(=O)(=O)c2ccc(Cl)cc2)c(N2CCC(C(N)=O)CC2)s1,11%,-3%,4.5%,2%,-1%,
Cc1nn(-c2ccc(N3CCOCC3)nn2)c(C)c1CCC(=O)NCc1ccc(F)cc1,-4%,-5%,0.8%,-1%,3%,
Cc1ccc2ccccc2c1COC(=O)c1nonc1N,34%,4%,0.1%,6%,-8%,
